Source: PubChem BioAssay (The Scripps Research Institute Molecular Screening Center)
ADAM17 inh: inhibitors of human ADAM17; P78536; inhibition, % at 6.95 µM; 0.83% of 370,000 active; recombinant ADAM17, EDANS/DABCYL FRET peptide cleavage; AID 720648;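 active means inhibition above the mean of compounds lying between control limits plus 3 SD, set per campaign, cut at about 8.5% in these data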;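 further: 0% = DMSO-only wells as the low control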
ARFGAP1 inhibitor: inhibits rat ARF GTPase activating protein 1. 0.26% of 360,000 active. inhibition, % at 16.5 µM. Arfgap1-stimulated ARF1 GTP hydrolysis, GDP FP detection. AID 651572. Q62848;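 active means inhibition above a per-plate limit, mean inhibition of low control wells plus 3 SD, cut at about 25% in these data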;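 further: 0% = DMSO wells with enzyme and 100% = wells lacking Arfgap1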
Target sequence (Q62848 1-136 limits assumed): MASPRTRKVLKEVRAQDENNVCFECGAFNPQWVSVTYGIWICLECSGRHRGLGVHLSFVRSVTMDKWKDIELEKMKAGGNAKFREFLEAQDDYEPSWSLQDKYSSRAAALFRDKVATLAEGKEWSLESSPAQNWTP
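Replicates: Single well per compound | Assay system: Truncated rat Arfgap1 GAP domain | Control set: No-Arfgap1 wells (100%) versus DMSO full-reaction wells (0%) | Times: Enzyme reaction 120 min at 25 °C after 20 min preincubation | Reagent: Human ARF1(Δ1-17)-GTP substrate | Measured by: Tracer-displacement fluorescence polarization with EDTA stop, 620/688 nm | Measure: Percent inhibition of Arfgap1-stimulated GTP hydrolysis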
KLK7 zymogen act: activators of human kallikrein-7 zymogen; P49862; purified proKLK7, EDANS-DABCYL substrate fluorescence; 100% is mature enzyme control, 0% vehicle; activation, % at 7 µM; 0.9% of 370,000 active; AID 652039;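 active means activation above the mean of all tested compounds plus 3 SD, computed per campaign excluding outliers beyond control limits, cut at about 13% in these data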
Tn7 DDE FP: inhibitors of Tn7 peptide binding to human fibrin DD(E); FP displacement of FITC-Tn7 peptide from fibrin DD(E); 0% = median of compound wells per plate; inhibition, % at 8.3 µM; 0.13% of 370,000 active;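 active means inhibition above the mean of compounds falling within the control limits plus 3 SD of them, cut at about 14% in these data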;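 further: 0% = plate median of compound wells and 100% = 10 µM Aha-Tn7 peptide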
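Test system – human fibrin DD(E) · Times – 10 min preincubation, 3 h with tracer, room temperature · Detection – fluorescence polarization of the labelled Tn7 tracer · Measure – percent inhibition normalized to high-control wells · Benchmarks – high control wells with 10 µM unlabelled Aha-Tn7 peptide (full inhibition) · Repeats – singlicate testing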
ADAM10 inh: ADAM10 inhibition, QFRET primary screen | recombinant ADAM10, EDANS/DABCYL FRET peptide cleavage, 3 h | inhibition, % at 7 µM | O14672 | 0.62% of 370,000 active;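 active means inhibition above a per-campaign cutoff equal to the mean of compounds falling between control-based bounds plus 3 SD, cut at about 20% in these data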;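 further: 0% = DMSO wells while the 100% control is not disclosed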
Target sequence (O14672 214-748 limits assumed): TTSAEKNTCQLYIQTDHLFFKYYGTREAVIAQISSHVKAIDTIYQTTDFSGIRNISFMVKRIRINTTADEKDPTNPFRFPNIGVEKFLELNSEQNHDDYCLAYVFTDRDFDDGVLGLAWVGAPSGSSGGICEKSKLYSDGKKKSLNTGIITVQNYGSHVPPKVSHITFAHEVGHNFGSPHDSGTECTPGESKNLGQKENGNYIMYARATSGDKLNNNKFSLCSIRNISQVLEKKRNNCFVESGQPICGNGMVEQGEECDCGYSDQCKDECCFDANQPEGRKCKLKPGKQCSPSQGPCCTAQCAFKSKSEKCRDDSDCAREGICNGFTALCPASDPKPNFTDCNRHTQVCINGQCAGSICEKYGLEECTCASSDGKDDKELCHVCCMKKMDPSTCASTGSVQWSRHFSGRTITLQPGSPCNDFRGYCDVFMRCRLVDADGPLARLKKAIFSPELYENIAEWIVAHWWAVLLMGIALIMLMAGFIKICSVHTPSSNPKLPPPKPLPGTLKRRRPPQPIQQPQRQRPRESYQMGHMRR
ASAP1 inh: blocks human ASAP1-stimulated Arf1 GTP hydrolysis; Q9ULH1; GDP FP detection; inhibition, % at 16.5 µM; 0.19% of 360,000 active; AID 624377; in the data active means inhibition above about 25%;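 further: 0% = vehicle with enzyme and substrate and 100% = no enzyme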
PLCg1 inh: inhibitors of human phospholipase C gamma1. P19174. purified PLC-gamma1, fluorogenic substrate, fluorescence. inhibition, % at 12.2 µM. 0.84% of 370,000 active; in the data active means inhibition above about 9.5%
LEDGF integ inh: blocks HIV-1 LEDGF/p75-dependent DNA integration | AID 743269 | 0.64% of 370,000 active | inhibition, % at 3.7 µM | TR-FRET IN-LEDGF/p75 DNA integration, Eu/Cy5;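 active means inhibition above the screen-wide mean plus 3 SD, cut at about 13% in these data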;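 further: signal is the Cy5 over europium emission ratio at 671 and 618 nm; 0% = plate median of compound wells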
TDP2 inh: blocks human TDP2 phosphodiesterase activity; O95551; recombinant TDP2, T5PNP hydrolysis, p-nitrophenol absorbance 415 nm; inhibition, % at 12.8 µM; 0.34% of 370,000 active; AID 720702;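 active means inhibition above the mean of all tested compounds plus 3 SD, set per campaign, cut at about 25% in these data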;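 further: 0% = DMSO with enzyme and 100% = buffer with substrate but no TDP2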
Target sequence (O95551 whole entry, looked up): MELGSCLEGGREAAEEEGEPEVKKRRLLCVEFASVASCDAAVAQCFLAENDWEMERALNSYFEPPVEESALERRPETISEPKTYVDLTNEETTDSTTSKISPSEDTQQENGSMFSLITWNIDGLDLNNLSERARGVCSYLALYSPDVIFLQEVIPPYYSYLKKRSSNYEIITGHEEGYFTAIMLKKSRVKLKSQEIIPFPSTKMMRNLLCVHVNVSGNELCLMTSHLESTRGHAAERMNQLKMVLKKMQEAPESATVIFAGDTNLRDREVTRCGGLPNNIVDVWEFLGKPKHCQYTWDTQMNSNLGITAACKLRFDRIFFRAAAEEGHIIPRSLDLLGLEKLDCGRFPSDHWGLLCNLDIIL
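Material: recombinant human TDP2; quantity: TDP2 enzyme at 120 nM final; medium: Tris-HCl pH 7.5 with MgCl2; compound: single concentration, 12.8 µM nominal, with 1% DMSO; incubation: 2 h enzyme incubation at 37 °C; signal: epi absorbance; measure: percent inhibition; benchmarks: high control without enzyme, low control DMSO plus TDP2; repeats: singlicate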
DDE Tn6 FP inh: inhibitors of Tn6 peptide binding to human fibrin DD(E); P02675; Fibrin DD(E) TRITC-Tn6 fluorescence polarization displacement; inhibition, % at 8.3 µM; 0.21% of 370,000 active;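 active means inhibition above a per-campaign cutoff: mean of compounds within control limits plus 3 SD, cut at about 15% in these data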;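 further: 0% = median of all compound wells on the plate and 100% = blocking peptide control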
Starred values were filed as active, the others as inactive; x = not tested or not shown. Hits appear at their usual frequency; about 4.2% have a hit in one of these screens.

1) COc1ccc(N(C(=O)CNC(=O)c2cccs2)C(C(=O)NCC2CCCO2)c2ccccc2)c(OC)c1 (configuration not stated)
2) CC(C)CN(C(=O)CCNC(=O)c1ccccc1Cl)C1CCS(=O)(=O)C1 (configuration not stated)
3) C/C(=N/NS(=O)(=O)c1cccc([N+](=O)[O-])c1)c1ccc2c(c1)OCO2
4) CC(=O)Nc1ccc(/C=N/NC(=O)CNC(=O)c2ccccc2)cc1
5) COc1ccc2cc3cc(C(=O)Nc4ccc(F)cc4)sc3nc2c1
6) CCc1nc2ccc(C(=O)N3CCN(S(=O)(=O)CC)CC3)cn2c1N(CC)CCN(C)C
7) CCOC(=O)N1CCC(NC(=O)Cn2c3c(c(-c4ccccc4Cl)cc2=O)CCC3)CC1
8) CCCCCCN1C=C/C(=C\C=C(C#N)C#N)c2ccccc21
assay / entry,1,2,3,4,5,6,7,8
ADAM17 inh,0,-5,-2,1,-15,-11,-22,-1
ARFGAP1 inhibitor,2,-7,5,-14,x,4,-3,-12
KLK7 zymogen act,0.1,0.3,0.4,-0.1,x,0.2,0.4,-0.3
Tn7 DDE FP,2,8,-3,6,7,7,-1,4
ADAM10 inh,0,-2,-13,0,-49,-22,-80,-1
ASAP1 inh,0,-2,-8,-3,x,-17,0,8
PLCg1 inh,0,-4,0,2,-18,-6,-21,0
LEDGF integ inh,-2,-2,-4,2,-3,1,3,0
TDP2 inh,-2,8,-2,13,0,13,-8,-4
DDE Tn6 FP inh,-1,5,0,2,-13,0,-4,0

9) CCCc1c(C(=O)N/N=C/c2ccc(OCc3ccccc3)c(OC)c2)nnn1-c1nonc1N
10) COC(=O)C1=C(C)N(c2ccc(C)cc2)/C(=C/c2ccc(O)cc2)C1=O
11) Fc1ccc(-n2c(Cc3cccs3)n[nH]c2=S)cc1Cl
12) COc1ccc(NC(=S)N(CCC(C)C)C2CCN(C(C)C)CC2)cc1
13) C=COCCNC(=O)C(=O)NC(C)C
14) CN1CCCN(S(=O)(=O)c2ccc3c(c2)n(C)c(=O)c(=O)n3C)CC1
15) COc1ccc(C)cc1S(=O)(=O)N1CCN(C(=O)c2ncoc2-c2cccc(C)c2)CC1
16) S=c1[nH]cnc2scc(-c3ccccc3)c12
assay / entry,9,10,11,12,13,14,15,16
ADAM17 inh,-2,-4,-4,-4,-2,-1,2,5
ARFGAP1 inhibitor,-4,-3,8,-3,6,x,8,17
KLK7 zymogen act,0.0,-0.4,-0.1,-0.2,-0.1,0.0,0.6,-0.5
Tn7 DDE FP,-4,3,4,7,-2,-2,4,-4
ADAM10 inh,-4,-7,1,-9,2,-12,-2,-2
ASAP1 inh,-8,5,-7,2,-1,x,12,-4
PLCg1 inh,2,-5,-1,3,4,-10,3,0
LEDGF integ inh,0,-1,0,1,0,5,1,2
TDP2 inh,-3,-10,-8,7,2,-3,-4,-11
DDE Tn6 FP inh,3,1,7,-7,-4,-2,8,-6

17) COc1cc2c(cc1OC)C1(CCCC1)CNC2c1cccc([N+](=O)[O-])c1 (configuration not stated)
18) CCOC(=O)CSc1nnc(-c2ccccc2)c(=O)[nH]1
19) COc1ccccc1-c1nnc(N)s1
20) Cc1nnc(OCc2nc3ccccc3n2C)c2ccccc12
21) CC(C)NC(=O)C1CCN(C2CCN(C(=O)c3scc4c3CCCC4)CC2)CC1
22) COCCNC(=O)C1(C)Cc2c(-c3cccc(C(F)(F)F)c3)ccnc2O1 (configuration not stated)
23) COc1cccc(/C=C/C(=O)OCC(=O)N(C)CC(=O)Nc2ccccc2Cl)c1OC
24) CC(=O)OCCNC(=O)c1cccnc1
assay / entry,17,18,19,20,21,22,23,24
ADAM17 inh,1,-4,-45,-3,0,-5,-8,1
ARFGAP1 inhibitor,-5,4,-3,-4,2,4,-3,-3
KLK7 zymogen act,0.0,0.2,-0.3,-0.7,-0.2,0.4,-0.1,0.0
Tn7 DDE FP,-3,-4,6,7,8,2,-1,0
ADAM10 inh,5,-7,-193,11,-4,-14,-8,6
ASAP1 inh,8,1,-5,-7,-9,12,-11,-2
PLCg1 inh,1,-3,-12,-1,1,2,-33,1
LEDGF integ inh,1,-3,-3,-1,5,0,-3,0
TDP2 inh,3,9,2,8,14,-4,12,-18
DDE Tn6 FP inh,1,-3,0,1,3,9,-2,0

25) Cc1cnc(C(=O)OCC(=O)Nc2ccc(C)c(S(=O)(=O)N3CCCCC3)c2)cn1
26) CC1Cc2ccccc2N1C(=O)COC(=O)c1cccnc1Cl (configuration not stated)
27) Cc1ccc(S(=O)(=O)NCc2csc(-c3cccs3)n2)cc1
28) O=C(NC1CCCC1)c1ccc(S(=O)(=O)N2CCOCC2)cc1
29) Cc1nn(Cc2ccccc2Cl)c(C)c1NC(=O)c1ccn(C)n1
30) CC(C)NC(=O)COc1ccccc1C#N
31) CCCc1nn(C)c2c1C(c1ccncc1)C(C#N)=C(N)O2 (configuration not stated)
32) CS(=O)(=O)Nc1ccc(C(=O)NCCC2=CCCCC2)cc1
assay / entry,25,26,27,28,29,30,31,32
ADAM17 inh,-2,-1,-9,2,3,0,-1,-3
ARFGAP1 inhibitor,-7,0,6,-14,17,-4,1,-1
KLK7 zymogen act,-0.2,0.6,0.7,0.4,-0.2,-0.2,0.3,-0.1
Tn7 DDE FP,6,2,-5,-5,3,-6,4,2
ADAM10 inh,-6,-10,-22,0,9,-9,0,1
ASAP1 inh,0,-18,3,0,4,10,-2,0
PLCg1 inh,-2,0,-6,2,3,0,2,0
LEDGF integ inh,-6,2,3,0,5,-4,1,2
TDP2 inh,-6,-4,-7,-7,-18,-3,-1,6
DDE Tn6 FP inh,-3,1,1,3,-1,-6,-3,-2

33) CCc1nnc(NC(=O)CSc2nnnn2-c2cccc(C(=O)OC)c2)s1
34) COc1ccc(C(=O)O)c(OC)n1
35) COc1ccc(-c2ccc(CN3C(CC(C)C)C(=O)N(Cc4cn(Cc5ccco5)nn4)CCS3(=O)=O)cc2)cc1 (configuration not stated)
36) O=C(COC(=O)c1ccccc1)NCCC1=CCCCC1
37) NC(=S)Nn1c(CCC(=O)O)ccc1-c1ccccc1
38) Cc1ccccc1-c1nc(CN2CCC(C(=O)NCCC3=CCCCC3)CC2)c(C)o1
39) COC(=O)C1=CN(c2ccc(N3CCOCC3)cc2)C(N)=C(C#N)C1c1cccc(F)c1 (configuration not stated)
40) Cc1cc2c3c(c1)C1(C(=O)N3C(C)(C)CC2C)C(C#N)=C(N)Oc2cc(O)ccc21 (configuration not stated)
assay / entry,33,34,35,36,37,38,39,40
ADAM17 inh,3,-6,2,-6,2,-3,-7,1
ARFGAP1 inhibitor,10,-12,10,-5,-2,15,1,14
KLK7 zymogen act,-0.5,0.9,0.1,-0.5,-0.3,1.2,0.2,0.5
Tn7 DDE FP,0,4,-4,-2,-3,3,2,1
ADAM10 inh,6,-5,0,-7,7,-6,-17,6
ASAP1 inh,-8,-1,8,6,-5,4,6,13
PLCg1 inh,-1,2,-6,0,3,3,-11,-2
LEDGF integ inh,-2,-4,-3,0,2,-4,0,1
TDP2 inh,-8,-3,0,4,1,-9,9,-10
DDE Tn6 FP inh,2,5,6,-2,2,-9,-4,-11

41) O=C(COC(=O)C1CC2C=CC1C2)Nc1c(Br)cc([N+](=O)[O-])cc1Br (configuration not stated)
42) Cc1ccc(S(=O)(=O)N2C=C(c3ccccc3)c3ccccc3-c3ccccc32)cc1
43) NC(=O)C(CCc1nc2ccccc2[nH]1)NS(=O)(=O)c1ccccc1 (configuration not stated)
44) COc1ccccc1-n1c(O)c(C=NCc2ccccn2)c2ccccc2c1=O
45) C[C@@H]1CN([C@H](C)CO)C(=O)CCCn2cc(nn2)CO[C@H]1CN(C)C(=O)Nc1ccc(-c2cccs2)cc1
46) O=C1N(Cc2cccc(Cl)c2)C[C@@H]2C[C@@H](c3cccn3-c3cccnc3)N3CCC[C@@]123
47) Cn1c(O)c(N=NC(=O)c2ccccc2O)c2ccccc21
48) CC(C)CC1NC(=O)N(CC(=O)N2CCN(S(=O)(=O)c3ccccc3)CC2)C1=O (configuration not stated)
49) Cc1cccc(C)c1N1C(=O)CC(Sc2ccccc2N)C1=O (configuration not stated)
50) CCOC(=O)c1cnc(SCC(=O)Nc2cccc(OC)c2)nc1N
51) O=C(Cc1ccc([N+](=O)[O-])cc1)N1CCCc2ccccc21
assay / entry,41,42,43,44,45,46,47,48,49,50,51
ADAM17 inh,-5,0,-4,-19,-4,0,1,1,4,0,-3
ARFGAP1 inhibitor,-13,x,-3,4,-4,0,8,11,-7,5,-2
KLK7 zymogen act,-0.2,x,-0.8,3.7,2.0,0.0,0.4,-0.1,-1.0,0.3,-0.3
Tn7 DDE FP,7,-2,15*,1,1,3,7,-5,-5,-4,-6
ADAM10 inh,-5,3,-8,-38,-21,-1,7,11,-6,1,-6
ASAP1 inh,6,x,-5,-2,-3,-4,4,-4,9,4,5
PLCg1 inh,1,1,3,-29,-55,-5,5,2,2,5,-1
LEDGF integ inh,6,-2,0,-4,0,3,-2,-1,-7,4,1
TDP2 inh,4,-2,-9,-6,-2,2,5,-7,-1,-4,10
DDE Tn6 FP inh,12,0,5,5,-2,6,6,7,0,5,-7

Complete entries as entered above:
Cn1c(O)c(N=NC(=O)c2ccccc2O)c2ccccc21 in the list: ADAM17 inh: 1; ARFGAP1 inhibitor: 8; KLK7 zymogen act: 0.4; Tn7 DDE FP: 7; ADAM10 inh: 7; ASAP1 inh: 4; PLCg1 inh: 5; LEDGF integ inh: -2; TDP2 inh: 5; DDE Tn6 FP inh: 6
O=C(COC(=O)C1CC2C=CC1C2)Nc1c(Br)cc([N+](=O)[O-])cc1Br (configuration not stated) in the list: ADAM17 inh: -5; ARFGAP1 inhibitor: -13; KLK7 zymogen act: -0.2; Tn7 DDE FP: 7; ADAM10 inh: -5; ASAP1 inh: 6; PLCg1 inh: 1; LEDGF integ inh: 6; TDP2 inh: 4; DDE Tn6 FP inh: 12
Cc1cccc(C)c1N1C(=O)CC(Sc2ccccc2N)C1=O (configuration not stated) in the list: ADAM17 inh: 4; ARFGAP1 inhibitor: -7; KLK7 zymogen act: -1.0; Tn7 DDE FP: -5; ADAM10 inh: -6; ASAP1 inh: 9; PLCg1 inh: 2; LEDGF integ inh: -7; TDP2 inh: -1; DDE Tn6 FP inh: 0
